PI4K2A block = blocks human PI4K2A kinase activity. Q9BTU6. purified PI4K2A, ADP-Glo luminescence, 1 h; hits give low values. activity change, negative = inhibition, % at 76.9 µM. 420,000 tested, 0.13% active. AID 1346378; in the data active means activity change below about -50%; inconclusive means mostly about -30% to -49%;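 further: -100% = wells without enzyme as full effect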
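PI4K2A activity was measured by ADP-Glo luminescence: enzyme (4 ug/mL stock) and phosphatidylinositol (1.2 mM stock) in Tris pH 7.5/MgCl2/EGTA/Triton X-100 buffer were reacted with ATP (300 microM stock) for one hour at ambient temperature.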
USP1-UAF1 inh = blocks the human USP1/UAF1 deubiquitinase complex; 390,000 tested, 0.23% active; O94782; recombinant USP1/UAF1, Ub-Rhodamine cleavage fluorescence; AID 743255; Potency, µM (titrated, usually from 57.1 µM), inactives show top-dose activity change, negative = inhibition, most hits filed as inhibitors; further: potency means the concentration at half of the fitted maximal effect; on the % scale 0 is the no-effect control and ±100 the full control effect; nearly all actives have a fitted effect of over 60% in size; inactives centre near -12
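In this screen, compounds sit with the deubiquitinase complex (1nM) for 15 min at room temperature before Ub-Rho is added at 150nM final. Fluorescence rise is then followed for 6 reads every 60 seconds.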
Vif-A3F inh = blocks the Vif interaction with APOBEC3F; HeLa A3F-eYFP + Vif (tagged APOBEC3F with the HIV-1 protein that degrades it), YFP fluorescence increase; Potency, µM (top dose mostly 46.1 µM), for inactives: top-dose activity, negative = active; 390,000 tested, 0.2% active; AID 602313; further: potency means the concentration at half of the fitted maximal effect; % of control where 0% means no effect; nearly all actives have a fitted effect of over 65% in size
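Fluorescence increase (Ex 488/Em 500-530) after overnight compound treatment at 37 deg C flags inhibition of Vif-driven A3F-eYFP loss in stable HeLa A3F-eYFP/Vif cells seeded overnight beforehand.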
Vif-APOBEC3G blk = Vif-A3G binding inhibition; Q9HC16; HeLa A3G-eYFP + Vif (tagged APOBEC3G with the HIV-1 protein that degrades it), YFP fluorescence, overnight; Potency, µM (series often up to 46.1 µM), for inactives: at the top dose activity, negative = active, actives largely listed as inhibitors; 410,000 tested, 0.076% active;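 further: potency means the concentration at half of the fitted maximal effect; on the % scale 0 is the no-effect control and ±100 the full control effect; nearly all actives have a fitted effect of over 60% in size; hits raise eYFP signal because A3G escapes Vif-driven loss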
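HeLa cells stably expressing Vif and C-terminally eYFP-tagged A3G, seeded overnight at 37 deg C, then exposed to compound by pintool overnight at 37 deg C. Rise in yellow fluorescence (Ex 488/Em 500-530, Acumen) marks blocked Vif-driven A3G degradation.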
RXFP1 ag = RXFP1 (human) receptor agonism; Q9HBX9; HEK293T-RXFP1 cAMP TR-FRET, 30 min; response scale: percent of porcine relaxin response, buffer zero; Potency, µM (doses to about 57.5 µM), inactives show at the top dose activation, usual class: activators; 370,000 tested, 0.3% active; further: potency means the concentration at half of the fitted maximal effect; on the % scale 0 is the no-effect control and ±100 the full control effect; nearly all actives have a fitted effect of over 60% in size; many of its hits are not listed in these tables
Target sequence (Q9HBX9 whole entry, looked up): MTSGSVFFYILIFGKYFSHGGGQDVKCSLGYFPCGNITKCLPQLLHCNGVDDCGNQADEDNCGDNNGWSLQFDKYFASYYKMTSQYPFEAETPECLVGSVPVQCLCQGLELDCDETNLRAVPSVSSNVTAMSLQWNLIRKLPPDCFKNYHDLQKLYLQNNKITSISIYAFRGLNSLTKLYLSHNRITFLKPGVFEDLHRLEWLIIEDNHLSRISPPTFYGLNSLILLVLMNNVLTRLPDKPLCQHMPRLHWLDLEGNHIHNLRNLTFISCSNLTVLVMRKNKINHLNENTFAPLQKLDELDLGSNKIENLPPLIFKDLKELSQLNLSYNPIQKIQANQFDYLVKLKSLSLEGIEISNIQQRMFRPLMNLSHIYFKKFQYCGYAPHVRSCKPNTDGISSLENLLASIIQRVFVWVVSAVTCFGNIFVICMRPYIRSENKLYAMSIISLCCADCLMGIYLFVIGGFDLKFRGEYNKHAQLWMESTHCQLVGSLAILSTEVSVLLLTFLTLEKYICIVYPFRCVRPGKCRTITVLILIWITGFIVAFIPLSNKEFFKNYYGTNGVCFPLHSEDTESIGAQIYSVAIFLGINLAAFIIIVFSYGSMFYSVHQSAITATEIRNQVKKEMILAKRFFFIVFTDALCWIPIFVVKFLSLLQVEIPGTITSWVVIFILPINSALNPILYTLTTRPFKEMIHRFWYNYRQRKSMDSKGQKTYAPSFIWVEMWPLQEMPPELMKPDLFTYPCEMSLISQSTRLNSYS
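Agonist response is measured as cAMP accumulation in an RXFP1-transfected HEK293T line under PDE4 inhibition. Values are scaled between buffer-only and 29 nM porcine relaxin, and EC50s come from standard Hill equation fits.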
GRP78 ERSR act = ER stress response induction in glioma; U87-MG GRP78 promoter luciferase reporter, 16 h; Potency, µM, for inactives: at the highest dose activation, actives largely listed as activators; 420,000 tested, 0.02% active; further: potency means the concentration at half of the fitted maximal effect; series mostly up to about 76 µM; % of control where 0% means no effect; nearly all actives have a fitted effect of over 35% in size
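Stably transfected U87-MG glioma cells carrying a GRP78-based luciferase sensor; 16 h compound incubation. Luminescence end-point read 10 min after Bright-Glo addition at room temperature.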
TrxR1 substrate = is turned over as a substrate by rat TrxR1; 390,000 tested, 0.01% active; Potency, µM (series often up to 114 µM), without a hit: top-dose activity change, negative = substrate turnover; purified TrxR1 substrate turnover, NADPH consumption readout; further: potency means the concentration at half of the fitted maximal effect; on the % scale 0 is the no-effect control and ±100 the full control effect; nearly all actives have a fitted effect of over 50% in size
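Rat TrxR1, dispensed at 90 nM, was prereduced with 400 uM NADPH (final) for 5 min at ~22 deg C, then incubated with compound 15 min before 400 uM selenite. A first-read NADPH fluorescence drop versus no-compound background flagged substrates.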
LDHA inh = blocks human lactate dehydrogenase A; P00338; purified LDHA, NADH/diaphorase-resazurin fluorescence; hits give low values; activity change, % (values are at about 110 or 230 µM); 480,000 tested, 0.15% active; AID 1347041; in the data active means activity change below about -30%; inconclusive means mostly about -25% to -30%;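 further: plate controls were DMSO wells for no effect and wells without enzyme for full effect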
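Enzyme activity of human lactate dehydrogenase 5 (2 nM; 0.06 mM NADH, 0.2 mM pyruvate, 5 min, RT) is measured via a resazurin/diaphorase fluorescence readout of residual NADH.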
IDH1 R132H inh = inhibitors of human mutant IDH1 R132H. O75874. IDH1-R132H enzyme, NADPH consumption, diaphorase/resazurin fluorescence. Potency, µM (top dose mostly 76.6 µM), for inactives: top-dose activity change, negative = inhibition, most hits filed as inhibitors. 390,000 tested, 0.093% active. AID 602179; further: potency means the concentration at half of the fitted maximal effect; on the % scale 0 is the no-effect control and ±100 the full control effect; nearly all actives have a fitted effect of over 65% in size
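IDH1-R132H (0.5 ug/mL dispensed) in pH 7.5 Tris buffer was preincubated 30 min with compound, then given a substrate mix of 0.016 mM NADPH and 2 mM alpha-KG for 80 min at room temperature; remaining NADPH was read by diaphorase/resazurin fluorescence.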
An asterisk follows results filed as active; ? = inconclusive; . = not tested or not shown; & = joins results of further samples; [ ] = dose if it differs, or a comment. Unless noted, the call rests on the fitted dose curve; in most records, active means well fitted curve in the direction sought with a large enough effect; inconclusive means small, poorly fitted or top-dose-only effect, or another doubt; inactive means no such curve, though single readings can be large; an effect the other way counts as inactive or inconclusive. An excerpt; rates above refer to the full screens.

Second line of a record – PI4K2A block	USP1-UAF1 inh	Vif-A3F inh	Vif-APOBEC3G blk	RXFP1 ag	GRP78 ERSR act	TrxR1 substrate	LDHA inh	IDH1 R132H inh
- Cc1noc2ncnc(Oc3ccc(Cl)cc3Cl)c12
    -18	3%	-3%	-12%	-0.8%	-7%	4%[57.1 µM]	-7	-1%
- COc1cc(NC(=O)c2cc(-c3ccccc3O)no2)cc(OC)c1OC
    0	-13%	-5%	-22%	6.2%	-3%	-5%	12	4%
- CCN(CC)S(=O)(=O)c1ccc(NC(=O)c2cccs2)cc1
    -3	1%	5%	0%	4.1%	-1%	-7%	-18	3%
- O=C(C1CCN(S(=O)(=O)Cc2ccccc2)CC1)N1CCN(c2cccc(C(F)(F)F)c2)CC1
    1	-11%	0%	2%	-5.3%	7%	-4%	-7	-16%
- COc1ccccc1C(=O)NCC(=O)OCC(=O)N1CC(C)OC(C)C1 (configuration not stated)
    7	-14%	0%	-3%	0.0%	-3%	3%	-3	7%
- COc1ccc(NCC(=O)Nc2ccc(C#N)cc2)cc1Cl
    -3	-12%	2%	1%	-0.1%	-1%	5%	10	-3%
- CC(OC(=O)CCN=C1NS(=O)(=O)c2ccccc21)C(=O)Nc1ccccc1F (configuration not stated)
    2	-3%	-2%	-5%	0.8%	-4%	-1%	-5	-7%
- Cc1ccnc(NC(=O)Cn2c(=O)oc3cc(S(=O)(=O)N4CCCC4)ccc32)c1
    -4	-13%	4%	0%	-0.3%	-2%	5%	2	-4%
- O=C(c1cccc([N+](=O)[O-])c1)N1CCc2ccccc21
    1	-21%	-14%	0%	0.4%	0%	-7%	-7	7%
- CC1Sc2ccc(S(=O)(=O)CCC(=O)NCc3ccc(Cl)cc3)cc2NC1=O (configuration not stated)
    1	-10%	-7%	0%	0.2%	0%	-7%	-2	22%
- Nc1ncnc2c1ccn2[C@H]1CN(Cc2ccc(Cl)cc2)C[C@@H](CO)O1
    1	.	.	1%	.	-2%	.	1	.
- COc1ccc(/C=C/C(=O)c2cc3cccc(OC)c3oc2=O)cc1
    -5	?	?	-2%	3.7%	-2%	0%[57.1 µM]	6&-6	7%
- Cc1sc(NC(=O)CSc2n[nH]c(N)n2)c(C#N)c1C
    5	-27%	2%	0%	.	-4%	-7%	-4	-4%
- COc1ccc(C=O)cc1CSc1ccccn1
    0	-20%	-7%	-1%	-2.0%	2%	0%[57.1 µM]	-3	7%
- CCc1ccc(NC(=O)C2CCCCC2C(=O)O)cc1 (configuration not stated)
    0	-4%	-2%	5%	0.6%	2%	8%	2	-1%
- CCOC(=O)[C@H]1[C@H]2COc3cc(OC)ccc3[C@@H]2N2C(=O)CN(Cc3ccc(Cl)cc3)C(=O)[C@@]12C
    -2	-17%	8%	-11%	.	-4%	6%[57.1 µM]	2	-14%
- COCCCNc1ncnc2nc[nH]c12
    -3	-23%	4%	-3%	3.8%	0%	1%	-6	-8%
- CCOc1ccc(CN2C(=O)CCC2(C)C(=O)NCc2cccnc2)cc1 (configuration not stated)
    6	-23%	0%	4%	1.1%	-6%	1%	-1	-3%
- COc1ccc(-n2nc(C(=O)NCC(=O)NCCN(C)C)c3ccccc3c2=O)c(OC)c1
    9	-1%	18%	0%	-0.5%	-3%	6%[57.1 µM]	-4	-5%
- Cc1nn(C)cc1C(N)=O
    2	1%	-4%	2%	-0.5%	1%	6%[57.1 µM]	-6	-4%
- CNC[C@@H]1Oc2cc(Br)ccc2S(=O)(=O)N([C@H](C)CO)C[C@@H]1C
    2	.	.	-1%	.	-4%	.	-5	.
- Cc1ccc(C(=O)NCc2nnc3c(C(F)(F)F)cc(Cl)cn23)o1
    6	-23%	0%	1%	?	-1%	-1%	-2	14%
- O=C(Oc1cccc(-n2cnnn2)c1)c1ccccc1Cl
    9	-8%	-9%	-2%	0.2%	-6%	2%[57.1 µM]	-6	5%
- Cc1ccc(CCNC(=O)C2CCN(C(=O)c3sccc3-n3cccc3)CC2)cc1
    11	-7%	-5%	3%	1.7%	-1%	-7%	-10	8%
- CCC(CC)NC(=O)c1ccc2c(c1)OCCO2
    1	-18%	4%	0%	-1.2%	-2%	-5%	-4	-3%
- COc1cccc(C(=O)Nc2ccc(N3CCN(C(=O)c4cccs4)CC3)cc2)c1
    0	-11%	0%	-23%	1.4%	-4%	-3%[57.1 µM]	-9	0%
- COc1cccc(C(O)c2nc(/C=C/c3ccccc3)cs2)c1 (configuration not stated)
    -1	.	.	-1%	.	6%	.	-1	.
- Cc1cccc(C)c1NC(=S)Nc1c(C)n(C)n(-c2ccccc2)c1=O
    -4	3%	4%	5%	4.0%	0%	6%	-4	-1%
- CC(OC(=O)/C=C/c1ccccc1Cl)C(=O)NC1CCCCC1C (configuration not stated)
    -8	-8%	-16%	-1%	-0.2%	-5%	9%	-4	6%
- COc1ccc(S(=O)(=O)N2CCc3ccccc32)cc1C(=O)OCc1c(C)noc1C
    -5	-10%	.	1%	0.4%	-1%	8%	9	8%
- O=C(c1cccnc1)N1CCN(C(=O)c2ccccc2F)CC1
    3	-1%	1%	1%	1.0%	-5%	-13%	-6	0%
- Cc1ccc(Nc2nc(N)nc(CCl)n2)cc1
    1	-11%	6%	-16%	1.0%	1%	1%	-10	15%
- O=C(Nc1ccc2oc(=O)c(C(=O)O)cc2c1)Oc1ccccc1
    -12	-8%	-7%	-1%	.	-3%	58%[activator]	5	-11%
- O=C(CN1C(=O)CCOc2ccccc21)Nc1cccc(S(=O)(=O)N2CCOCC2)c1
    -2	1%	0%	1%	-0.1%	-5%	-6%	0	0%
- CCn1c(C)c(C)c2cc(C(=O)NCCCN3CCOCC3)ccc21
    8	-14%	3%	1%	-1.8%	-5%	4%	-3	0%
- O=C(NCCCn1ccnc1)c1ccc(Cl)c(S(=O)(=O)N2CCOCC2)c1
    3	-14%	-8%	0%	-0.4%	-1%	5%	1	0%
- CCCCCC(=O)Nc1cccc(C2=NOC3(C2)C[C@@H](C(N)=O)N(C(=O)c2ccc(Cl)cc2)C3)c1 (some centres not stated)
    2	-14%	1%	0%	-0.3%	-2%	-4%	1	1%[38.3 µM]
- CCCCN(CCCC)S(=O)(=O)c1ccc(C(=O)Nc2nnc(COC)o2)cc1
    4	-10%	-1%	3%	2.5%	-6%	-4%	-1	-2%
- COC(=O)c1scc(C)c1NC(=O)c1ccc(Cl)cc1
    6	0%	12%	-1%	0.0%	-1%	7%[57.1 µM]	-5	-1%
- CCN(CC(=O)Nc1c(F)cccc1F)C(=O)c1ccc(OCc2c(C)noc2C)cc1
    0	-11%	1%	-1%	0.3%	-1%	-2%	-5	1%

Entries from the list above with an aryl methoxy group (ten):
Second line of a record – PI4K2A block	USP1-UAF1 inh	Vif-A3F inh	Vif-APOBEC3G blk	RXFP1 ag	GRP78 ERSR act	TrxR1 substrate	LDHA inh	IDH1 R132H inh
- COc1cc(NC(=O)c2cc(-c3ccccc3O)no2)cc(OC)c1OC
    0	-13%	-5%	-22%	6.2%	-3%	-5%	12	4%
- COc1ccccc1C(=O)NCC(=O)OCC(=O)N1CC(C)OC(C)C1 (configuration not stated)
    7	-14%	0%	-3%	0.0%	-3%	3%	-3	7%
- COc1ccc(NCC(=O)Nc2ccc(C#N)cc2)cc1Cl
    -3	-12%	2%	1%	-0.1%	-1%	5%	10	-3%
- COc1ccc(/C=C/C(=O)c2cc3cccc(OC)c3oc2=O)cc1
    -5	?	?	-2%	3.7%	-2%	0%[57.1 µM]	6&-6	7%
- COc1ccc(C=O)cc1CSc1ccccn1
    0	-20%	-7%	-1%	-2.0%	2%	0%[57.1 µM]	-3	7%
- CCOC(=O)[C@H]1[C@H]2COc3cc(OC)ccc3[C@@H]2N2C(=O)CN(Cc3ccc(Cl)cc3)C(=O)[C@@]12C
    -2	-17%	8%	-11%	.	-4%	6%[57.1 µM]	2	-14%
- COc1ccc(-n2nc(C(=O)NCC(=O)NCCN(C)C)c3ccccc3c2=O)c(OC)c1
    9	-1%	18%	0%	-0.5%	-3%	6%[57.1 µM]	-4	-5%
- COc1cccc(C(=O)Nc2ccc(N3CCN(C(=O)c4cccs4)CC3)cc2)c1
    0	-11%	0%	-23%	1.4%	-4%	-3%[57.1 µM]	-9	0%
- COc1cccc(C(O)c2nc(/C=C/c3ccccc3)cs2)c1 (configuration not stated)
    -1	.	.	-1%	.	6%	.	-1	.
- COc1ccc(S(=O)(=O)N2CCc3ccccc32)cc1C(=O)OCc1c(C)noc1C
    -5	-10%	.	1%	0.4%	-1%	8%	9	8%

Assay outcomes (PubChem)
